High-throughput results deposited in PubChem by Broad Institute.
TcdB inh: inhibitors of Clostridioides difficile toxin B glycohydrolase. P18177. AID 652162. inhibition, % at 9.99 µM. hit rate 0.24% among 350,000. TcdB glycohydrolase enzymatic assay, plate reader; in the data active = inhibition above about 10%
Target sequence (P18177 whole entry, looked up): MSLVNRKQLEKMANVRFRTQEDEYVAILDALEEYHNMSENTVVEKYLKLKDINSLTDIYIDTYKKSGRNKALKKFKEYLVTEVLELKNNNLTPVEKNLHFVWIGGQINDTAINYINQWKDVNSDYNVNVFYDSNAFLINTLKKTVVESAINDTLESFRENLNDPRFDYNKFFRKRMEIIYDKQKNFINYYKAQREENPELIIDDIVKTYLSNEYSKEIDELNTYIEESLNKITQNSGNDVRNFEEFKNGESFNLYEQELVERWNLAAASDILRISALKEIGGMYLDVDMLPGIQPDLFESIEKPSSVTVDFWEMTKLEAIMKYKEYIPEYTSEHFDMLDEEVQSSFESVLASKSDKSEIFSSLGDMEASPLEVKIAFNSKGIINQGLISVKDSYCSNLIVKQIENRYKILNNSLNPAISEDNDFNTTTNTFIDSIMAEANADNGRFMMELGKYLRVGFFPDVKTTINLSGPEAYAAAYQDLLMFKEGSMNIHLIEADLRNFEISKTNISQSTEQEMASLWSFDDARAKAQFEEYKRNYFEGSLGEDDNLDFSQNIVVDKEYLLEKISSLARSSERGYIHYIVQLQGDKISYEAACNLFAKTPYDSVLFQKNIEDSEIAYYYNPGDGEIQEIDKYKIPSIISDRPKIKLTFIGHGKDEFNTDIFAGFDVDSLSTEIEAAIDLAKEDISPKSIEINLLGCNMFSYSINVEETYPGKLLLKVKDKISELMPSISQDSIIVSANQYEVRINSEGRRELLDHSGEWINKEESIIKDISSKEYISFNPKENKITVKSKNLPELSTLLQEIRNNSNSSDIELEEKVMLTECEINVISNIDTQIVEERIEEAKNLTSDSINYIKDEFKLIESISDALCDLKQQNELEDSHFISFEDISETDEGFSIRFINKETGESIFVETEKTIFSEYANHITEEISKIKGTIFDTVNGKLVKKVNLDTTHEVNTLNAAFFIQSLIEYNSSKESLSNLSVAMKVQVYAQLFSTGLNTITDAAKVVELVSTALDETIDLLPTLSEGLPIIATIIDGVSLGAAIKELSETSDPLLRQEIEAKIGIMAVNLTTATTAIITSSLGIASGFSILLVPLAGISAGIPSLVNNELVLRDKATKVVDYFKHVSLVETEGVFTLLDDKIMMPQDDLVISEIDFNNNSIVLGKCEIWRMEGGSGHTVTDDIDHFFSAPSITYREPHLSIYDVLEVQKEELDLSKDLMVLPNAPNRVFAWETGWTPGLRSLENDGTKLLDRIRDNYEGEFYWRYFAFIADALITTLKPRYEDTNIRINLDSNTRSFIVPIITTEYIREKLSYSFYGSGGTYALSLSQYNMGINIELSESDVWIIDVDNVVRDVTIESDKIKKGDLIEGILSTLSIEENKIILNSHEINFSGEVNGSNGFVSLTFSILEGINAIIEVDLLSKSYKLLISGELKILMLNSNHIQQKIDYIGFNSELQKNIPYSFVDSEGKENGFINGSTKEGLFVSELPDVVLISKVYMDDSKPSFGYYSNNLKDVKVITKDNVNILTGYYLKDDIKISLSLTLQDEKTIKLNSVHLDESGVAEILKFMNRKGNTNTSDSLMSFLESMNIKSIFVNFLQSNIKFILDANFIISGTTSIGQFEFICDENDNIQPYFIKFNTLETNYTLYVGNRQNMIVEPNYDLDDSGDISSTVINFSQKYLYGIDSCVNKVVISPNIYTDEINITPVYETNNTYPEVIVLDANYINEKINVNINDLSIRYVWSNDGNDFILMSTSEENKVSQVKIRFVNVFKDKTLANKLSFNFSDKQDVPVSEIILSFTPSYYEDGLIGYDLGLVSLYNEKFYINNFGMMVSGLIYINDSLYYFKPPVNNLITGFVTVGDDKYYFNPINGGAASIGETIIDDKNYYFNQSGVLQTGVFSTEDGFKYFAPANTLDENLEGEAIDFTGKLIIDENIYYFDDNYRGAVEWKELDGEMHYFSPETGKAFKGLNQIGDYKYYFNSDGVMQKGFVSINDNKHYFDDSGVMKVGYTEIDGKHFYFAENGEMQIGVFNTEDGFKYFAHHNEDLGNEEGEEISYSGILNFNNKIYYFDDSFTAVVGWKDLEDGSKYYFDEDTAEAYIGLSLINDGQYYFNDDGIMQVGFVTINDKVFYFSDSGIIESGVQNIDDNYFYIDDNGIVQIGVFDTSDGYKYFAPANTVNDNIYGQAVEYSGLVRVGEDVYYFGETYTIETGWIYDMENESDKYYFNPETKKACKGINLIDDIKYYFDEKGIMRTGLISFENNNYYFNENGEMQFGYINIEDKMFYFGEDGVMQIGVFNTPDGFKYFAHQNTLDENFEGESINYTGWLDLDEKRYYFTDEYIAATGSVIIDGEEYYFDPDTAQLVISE
Numbers without * were called inactive. Some of the compounds tested; rates above refer to the full screens.

Compound	TcdB inh
O=C(C[C@@H]1CC[C@@H](NS(=O)(=O)c2ccccc2)[C@H](CO)O1)NCc1ccc(Cl)c(Cl)c1	-0.3
COc1cccc(NC(=O)N(C)C[C@@H]2Oc3ncc(C#Cc4ccccc4)cc3C(=O)N([C@H](C)CO)C[C@H]2C)c1	1.7
CCC(=O)N1[C@@H]2c3ccc(-c4ccc(F)cc4)c(=O)n3C[C@H]1[C@H](CO)[C@H]2C(=O)OC	-0.3
CC(C)C#Cc1ccc([C@@H]2[C@@H](C#N)N(C(=O)c3ccccn3)[C@H]2CO)cc1	-3.6
C[C@@H]1CN([C@@H](C)CO)C(=O)c2cccc(NC(=O)NC3CCCCC3)c2O[C@@H]1CN(C)S(=O)(=O)c1cccs1	1.1
C[C@@H]1CN([C@H](C)CO)C(=O)c2cc(-c3cccnc3)cnc2O[C@H]1CN(C)Cc1ccc(-c2ccccc2)cc1	-0.6
CC(C)NC(=O)Nc1ccc2c(c1)C(=O)N([C@H](C)CO)C[C@H](C)[C@@H](CN(C)C(=O)Nc1ccc3c(c1)OCO3)OCCCC[C@@H](C)O2	1.4
CNC(=O)C[C@@H]1CC[C@@H]2[C@H](COC[C@H](O)CN2Cc2ccccc2F)O1	-0.8
C[C@@H]1CCCCO[C@@H](CN(C)S(=O)(=O)c2cccs2)[C@@H](C)CN([C@@H](C)CO)C(=O)c2cc(NS(=O)(=O)c3cn(C)cn3)ccc2O1	0.5
CC(C)CC#Cc1ccc2c(c1)O[C@H](CN(C)C(=O)C1CCOCC1)[C@@H](C)CN([C@@H](C)CO)S2(=O)=O	0.6
COCC#Cc1ccc([C@H]2[C@@H](CO)N3CCCCN(C(=O)COC)C[C@@H]23)cc1	-0.1
C[C@H]1CN([C@@H](C)CO)C(=O)CCCn2nncc2CO[C@H]1CN(C)Cc1ccccc1	-0.6
Cc1ccc(S(=O)(=O)N(C)C[C@H]2OCCCC[C@H](C)Oc3ccc(NC(=O)Nc4ccccc4)cc3C(=O)N([C@@H](C)CO)C[C@H]2C)cc1	-2.6
C[C@@H]1CCCCO[C@H](CN(C)C)[C@@H](C)CN([C@@H](C)CO)C(=O)c2cc(NC(=O)Nc3ccc(F)cc3)ccc2O1	0.7
COc1cccc(C#Cc2cnc3c(c2)C(=O)N([C@H](C)CO)C[C@H](C)[C@@H](CN(C)C(=O)C2CCCCC2)O3)c1	-2.0

Compound	TcdB inh
COc1ccc(S(=O)(=O)N(C)C[C@H]2OCCCC[C@@H](C)Oc3ccc(NS(=O)(=O)c4ccc(F)cc4)cc3C(=O)N([C@H](C)CO)C[C@H]2C)cc1	0.0
CN(C)CC(=O)N[C@H]1CC[C@H](CCn2cc(C3CC3)nn2)O[C@H]1CO	0.6
C[C@H](CO)N1C[C@H](C)[C@@H](CN(C)CC2CCCCC2)Oc2c(NC(=O)Nc3cccc4ccccc34)cccc2C1=O	-0.2
CNC(=O)C[C@H]1CC[C@@H]2[C@H](COC[C@H](O)CN2Cc2ccc(C(F)(F)F)cc2)O1	0.3
Cc1noc(C)c1NC(=O)Nc1ccc2c(c1)CC(=O)N([C@H](C)CO)C[C@@H](C)[C@@H](CN(C)C(=O)Nc1c(C)noc1C)O2	0.3
Cn1cnc(S(=O)(=O)N[C@H]2C=C[C@@H](CC(=O)Nc3ccc(-c4ccccc4)cc3)O[C@H]2CO)c1	-1.2
CNC[C@@H]1Oc2ccc(NC(=O)C3CCCCC3)cc2C(=O)N([C@H](C)CO)C[C@H]1C	0.3
COc1ccc2c3c(n(C)c2c1)[C@H](CO)N(C)CC31CCN(C(=O)Nc2cccc(F)c2)CC1	-1.4
C[C@@H]1CN([C@@H](C)CO)C(=O)Cc2cc(NC(=O)Nc3ccc(F)cc3)ccc2O[C@@H]1CN(C)S(=O)(=O)c1ccc(F)cc1	1.3
CCC(=O)N1C[C@H](O)COC[C@H]2O[C@H](CC(=O)NCc3ccc(Oc4ccccc4)cc3)CC[C@@H]21	0.1
CNC[C@@H]1Oc2ccc(NC(=O)NC(C)C)cc2C(=O)N([C@H](C)CO)C[C@@H]1C	-1.1
CO[C@H]1CC[C@@H]2CCN(C)C(=O)[C@@H](C)[C@@H](OC)CN(C)C(=O)c3cc(C#N)ccc3OC[C@@H]1O2	-1.4
C[C@H]1CN([C@@H](C)CO)C(=O)Cc2cc(NC(=O)C3CC3)ccc2O[C@@H]1CN(C)S(=O)(=O)c1ccccc1	0.2
CO[C@@H](CN(C)Cc1nccs1)[C@@H](C)CN([C@H](C)CO)S(=O)(=O)c1ccc(C)cc1	-0.2
O=C(C[C@H]1CC[C@@H]2[C@H](COC[C@H](O)CN2C(=O)c2cnccn2)O1)N1CCN(c2ccccc2)CC1	1.1

Two successive compounds out of the list so far:
Compound	TcdB inh
CO[C@@H](CN(C)Cc1nccs1)[C@@H](C)CN([C@H](C)CO)S(=O)(=O)c1ccc(C)cc1	-0.2
O=C(C[C@H]1CC[C@@H]2[C@H](COC[C@H](O)CN2C(=O)c2cnccn2)O1)N1CCN(c2ccccc2)CC1	1.1

(list continues)
Compound	TcdB inh
C/C=C/c1ccc2c(c1)O[C@@H](CN(C)C(=O)c1cccc(F)c1)[C@@H](C)CN([C@@H](C)CO)S2(=O)=O	2.9
CC(=O)N[C@H]1CC[C@H](CCNC(=O)C2CCCC2)O[C@H]1CO	-0.7
CCNC(=O)[C@H]1[C@H](CO)[C@H]2Cn3c(ccc(C4=CCCCC4)c3=O)[C@H]2N1CC1CC1	0.6
COc1ccccc1C(=O)Nc1ccc2c(c1)C(=O)N(C)C[C@H](OC)[C@H](C)CN(CC1CC1)[C@@H](C)CO2	-1.0
CCCC(O)C#Cc1cnc2c(c1)C(=O)N([C@H](C)CO)C[C@H](C)[C@H](CN(C)Cc1ccc3c(c1)OCO3)O2 (stereo partly specified)	-0.7
CC(C)NC(=O)Nc1ccc2c(c1)C(=O)N([C@H](C)CO)C[C@@H](C)[C@@H](CN(C)CC1CCCCC1)O2	-1.1
Cc1noc(C)c1S(=O)(=O)Nc1ccc2c(c1)C(=O)N([C@@H](C)CO)C[C@@H](C)[C@H](CN(C)C(=O)C1CCCCC1)OCCCC[C@H](C)O2	1.2
COC(=O)C[C@@H]1CC[C@@H]2[C@H](COC[C@H](O)CN2C(=O)Nc2cccc(F)c2)O1	0.5
C[C@H](CO)N1C[C@H](C)[C@@H](CN(C)C(=O)NC2CCCCC2)OCCCC[C@H](C)Oc2ccc(NC(=O)NC3CCCCC3)cc2C1=O	-0.5
CO[C@H]1CN(C)C(=O)c2cc(NC(=O)C3CCC3)ccc2OC[C@H](C)N(Cc2ccc(F)cc2)C[C@H]1C	1.0
COc1ccc(CN2CC3(CN(C(=O)Cc4ccncc4)C3)c3c([nH]c4cc(OC)ccc34)[C@H]2CO)cc1	1.4
CO[C@@H]1CN(C)C(=O)c2ccc(NS(=O)(=O)c3cn(C)cn3)cc2OC[C@H](C)N(CC2CC2)C[C@H]1C	0.3
C[C@@H](NC(=O)[C@@H]1N[C@@H]2c3ccc(-c4cccnc4)c(=O)n3C[C@@H]2[C@H]1CO)c1ccccc1	1.5
CC(C)NC(=O)Nc1ccc2c(c1)C(=O)N([C@@H](C)CO)C[C@@H](C)[C@H](CN(C)C(=O)NC(C)C)OCCCC[C@@H](C)O2	0.9
CCCC(=O)Nc1ccc2c(c1)C(=O)N(C)[C@H]1CC[C@H](CC(=O)Nc3ccccc3)O[C@H]1CO2	-0.4

Compound	TcdB inh
CC(=O)N(C)C[C@@H]1Oc2ncc(-c3ccc(C)cc3)cc2C(=O)N([C@H](C)CO)C[C@H]1C	0.2
CCC(=O)N[C@H]1C=C[C@H](CC(=O)NCC2CC2)O[C@H]1CO	-0.3
COc1ccc(CN(C)C[C@H]2OCCCC[C@@H](C)Oc3ccc(N(C)C)cc3C(=O)N([C@@H](C)CO)C[C@H]2C)cc1	-27.0
Cc1ccc(-c2cnc3c(c2)C(=O)N([C@@H](C)CO)C[C@@H](C)[C@H](CN(C)CC2CCCCC2)O3)cc1	1.6
C[C@H](CO)N1C[C@H](C)[C@H](CN(C)C(=O)C2CC2)Oc2cc(-c3cccc(C#N)c3)ccc2S1(=O)=O	0.6
C[C@@H]1CN([C@H](C)CO)C(=O)c2cc(NS(=O)(=O)c3ccc(Cl)cc3)ccc2O[C@@H](C)CCCCO[C@H]1CN(C)C(=O)C1CCCCC1	-1.0
C[C@@H]1CN([C@H](C)CO)C(=O)Cc2cc(NS(=O)(=O)c3ccc(Cl)cc3)ccc2O[C@H]1CN(C)S(=O)(=O)c1ccccc1	-1.7
COc1ccc(S(=O)(=O)Nc2ccc3c(c2)C(=O)N([C@H](C)CO)C[C@H](C)[C@@H](CN(C)C(=O)CCCN(C)C)OCCCC[C@@H](C)O3)cc1	-0.1
COc1ccc(NC(=O)Nc2ccc3c(c2)C(=O)N([C@@H](C)CO)C[C@@H](C)[C@@H](CN(C)C(=O)NC2CCCCC2)OCCCC[C@H](C)O3)cc1	-0.6
CC=Cc1ccc2n(c1=O)C[C@@H]1[C@@H](CO)[C@H](C(=O)NCCC)N(Cc3ccccn3)[C@H]21 (mixture of isomers)	-0.5
C[C@@H]1CN([C@H](C)CO)S(=O)(=O)c2ccc(C3=CCCC3)cc2O[C@@H]1CN(C)C(=O)CC1CC1	0.9
CN(C)C(=O)c1cccc(-c2ccc([C@@H]3[C@H]4CN(C(=O)C5CCCC5)CCCCN4[C@H]3CO)cc2)c1	-0.3
CCNC(=O)C[C@H]1CC[C@H]2[C@@H](COC[C@@H](O)CN2C(=O)C2CCOCC2)O1	1.0
C[C@H]1CN([C@@H](C)CO)C(=O)Cc2cc(NS(=O)(=O)c3ccc(F)cc3)ccc2O[C@@H]1CN(C)S(=O)(=O)c1ccc(F)cc1	-6.8
CCC(=O)N1CC2(CCN(Cc3cncnc3)CC2)c2c([nH]c3cc(OC)ccc23)[C@@H]1CO	1.7

Compound	TcdB inh
C[C@@H]1CN([C@H](C)CO)C(=O)c2cccc(NC(=O)Nc3ccc(F)cc3)c2O[C@@H]1CN(C)S(C)(=O)=O	1.3
CCCC#Cc1ccc([C@H]2[C@@H](CO)N3CCCCN(Cc4cncnc4)C[C@@H]23)cc1	-0.8
C/C=C/c1ccc([C@H]2[C@@H](CO)N(CCC)[C@@H]2CN(CC)C(=O)c2ccccn2)cc1	0.2
Cc1ccc(-c2ccc3c(c2)O[C@H](CN(C)Cc2ccncc2)[C@H](C)CN([C@H](C)CO)S3(=O)=O)cc1	0.2
CCCNC(=O)Cc1ccc(N)cc1	-0.8
CCCNC(=O)N1C[C@H]2[C@@H](c3ccccc31)[C@@H](CO)N2C(=O)c1ccncc1	1.9
O=C(CN1CCOCC1)NCC[C@@H]1CC[C@@H](NC(=O)Cc2ccccn2)[C@H](CO)O1	0.1
CC(=O)N1[C@H](CO)[C@@H](c2ccccc2)[C@@H]1CN(CC1CCC1)C(=O)CN(C)C	0.0
Cc1ccc(-c2ccc3c(c2)O[C@@H](CN(C)C(=O)C2CCC2)[C@@H](C)CN([C@H](C)CO)S3(=O)=O)cc1	0.4
O=C(C1CC1)N1CC(=O)N2[C@H](CO)[C@H](c3ccc(C#CC4CCCC4)cc3)[C@@H]2C1	-1.1
CO[C@H]1CN(C)C(=O)c2cc(NC(=O)NC3CCCC3)ccc2OC[C@H](C)N(CC2CC2)C[C@@H]1C	-0.5
O=C(NCC1CC1)[C@@H]1[C@@H](CO)[C@@H]2Cn3c(ccc(-c4ccncc4)c3=O)[C@H]1N2Cc1nccs1	-0.1
O=C(c1ccccc1F)N1CC[C@H]2[C@H](CO)Nc3ccc(-c4ccc(F)cc4)cc3[C@H]21	-0.6
Cc1ccc(S(=O)(=O)Nc2ccc3c(c2)C(=O)N([C@@H](C)CO)C[C@H](C)[C@H](CN(C)S(=O)(=O)c2ccc(F)cc2)OCCCC[C@H](C)O3)cc1	0.1
COc1cccc(-c2ccc3c(c2)O[C@@H](CN(C)C(=O)c2ccccc2F)[C@@H](C)CN([C@H](C)CO)S3(=O)=O)c1	-6.0

Compound	TcdB inh
C[C@@H]1CN([C@H](C)CO)C(=O)c2cc(NS(=O)(=O)c3ccc(F)cc3)ccc2O[C@H]1CN(C)S(=O)(=O)c1ccc(Cl)cc1	5.1
CO[C@@H]1CN(C)C(=O)c2ccc(NS(=O)(=O)c3ccc(Cl)cc3)cc2OC[C@@H](C)N(C)C[C@@H]1C	0.5
COc1ccccc1NC(=O)N[C@@H]1CC[C@@H](CCn2cc(-c3ccccc3)nn2)O[C@H]1CO	0.0
O=C([C@H]1[C@H](CO)[C@H]2Cn3c(ccc(-c4ccc(F)cc4)c3=O)[C@H]2N1Cc1cocn1)N1CCOCC1	-2.7
CC(C)NC(=O)Nc1ccc2c(c1)C(=O)N([C@H](C)CO)C[C@H](C)[C@@H](CN(C)Cc1ccc(C(F)(F)F)cc1)O2	1.6
COc1ccc(CN(C)C[C@H]2Oc3c(NC(=O)c4ccc(-c5nccs5)cc4)cccc3C(=O)N([C@@H](C)CO)C[C@H]2C)cc1	1.1
CCC(=O)N(C)C[C@H]1Oc2cc(C#CCOC)ccc2S(=O)(=O)N([C@@H](C)CO)C[C@@H]1C	5.6

Four of these compounds in a different format.
molecule: O=C([C@H]1[C@H](CO)[C@H]2Cn3c(ccc(-c4ccc(F)cc4)c3=O)[C@H]2N1Cc1cocn1)N1CCOCC1
  TcdB inh = -2.7
molecule: COc1ccccc1NC(=O)N[C@@H]1CC[C@@H](CCn2cc(-c3ccccc3)nn2)O[C@H]1CO
  TcdB inh = 0.0
molecule: CO[C@@H]1CN(C)C(=O)c2ccc(NS(=O)(=O)c3ccc(Cl)cc3)cc2OC[C@@H](C)N(C)C[C@@H]1C
  TcdB inh = 0.5
molecule: COc1ccc(CN(C)C[C@H]2Oc3c(NC(=O)c4ccc(-c5nccs5)cc4)cccc3C(=O)N([C@@H](C)CO)C[C@H]2C)cc1
  TcdB inh = 1.1
